# Compound activity: PubChem, National Center for Advancing Translational Sciences (NCATS)
# SW480 rereplic: induces DNA re-replication in SW480 colon adenocarcinoma cells | 1.8% of 340,000 active | SW480 DNA re-replication, Hoechst DNA content imaging, 48 h | Potency, µM (doses to about 46.1 µM), without a hit: at the highest dose re-replication activation, actives largely listed as activators; further: % of control where 0% means no effect; nearly all actives have a fitted effect of over 55% in size
#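 Image-based read-out: total Hoechst fluorescence of nuclei (405 nm excitation, 500-530 nm emission), with hits raising the fraction of high-intensity nuclei. SW480 colon cells incubated 48 hr with compounds at 37 C.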
# KB-3-1 tox: KB-3-1 parental cell cytotoxicity | AID 1347075 | 1.4% of 400,000 active | KB-3-1 viability, CellTiter-Glo ATP luminescence, 72 h | Potency, µM (series often up to 46.1 µM), inactives show at the highest dose activity change, negative = cytotoxic, hits mostly cytotoxic; further: on the % scale 0 is the no-effect control and ±100 the full control effect; nearly all actives have a fitted effect of over 60% in size
#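 Luminescent ATP read-out (CellTiter-Glo) measures survival of drug-naive KB-3-1 cells after 72 h compound exposure at 37 °C. Titration series was screened from lowest to highest concentration, with DMSO vehicle plates as background controls.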
# GLP1R inv ag: inverse agonists of human GLP-1 receptor; AID 624417; 1.6% of 410,000 active; Potency, µM (doses to about 38.3 µM), inactives show at the highest dose activity change, negative = inhibition, usual class: inhibitors; P43220; HEK293 GLP-1R CRE-luciferase, luminescence, 24 h; GLP-1R form is constitutively active; further: on the % scale 0 is the no-effect control and ±100 the full control effect; nearly all actives have a fitted effect of over 55% in size
# Target sequence (P43220 whole entry, looked up): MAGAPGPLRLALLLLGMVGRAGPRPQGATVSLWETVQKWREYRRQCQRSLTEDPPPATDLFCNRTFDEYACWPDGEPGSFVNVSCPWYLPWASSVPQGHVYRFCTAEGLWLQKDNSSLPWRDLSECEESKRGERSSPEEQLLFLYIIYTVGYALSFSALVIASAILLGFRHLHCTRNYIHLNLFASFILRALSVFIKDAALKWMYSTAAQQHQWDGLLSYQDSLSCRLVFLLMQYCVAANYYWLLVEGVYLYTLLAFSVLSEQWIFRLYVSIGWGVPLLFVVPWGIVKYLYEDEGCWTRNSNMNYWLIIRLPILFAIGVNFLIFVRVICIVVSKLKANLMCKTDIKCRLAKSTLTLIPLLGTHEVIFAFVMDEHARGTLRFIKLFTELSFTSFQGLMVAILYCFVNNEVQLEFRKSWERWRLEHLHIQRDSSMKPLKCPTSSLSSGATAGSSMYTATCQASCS
#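 HEK293 cells stably co-expressing constitutively active GLP-1R and a cAMP-responsive luciferase reporter were seeded in DMEM with 10% Nu serum, given compounds after 12 h, and incubated 24 h at 37 deg C. Luminescence was then read.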
# KB-V1 cytotox: KB-V1 MDR subline cytotoxicity; KB-V1 MDR cells viability, CellTiter-Glo, 72 h; Potency, µM (doses to about 46.1 µM), without a hit: at the highest dose activity change, negative = cytotoxicity, usual class: cytotoxic; 3.4% of 400,000 active; further: on the % scale 0 is the no-effect control and ±100 the full control effect; nearly all actives have a fitted effect of over 60% in size
#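 Cells of the MDR subline KB-V1 are plated, dosed with compound at multiple concentrations, and incubated 72 h at 37 degrees C; CellTiter-Glo is then added and luminescence read after 10 min.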
# HEK293 tox: cytotoxicity in counter-screen for GLP-1R inverse agonists; HEK293 cAMP-luciferase reporter cells, luminescence, 24 h; Potency, µM (top dose mostly 38.3 µM), inactives show top-dose activity change, negative = inhibition, usual class: inhibitors; 0.13% of 410,000 active; AID 624418;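 further: loss of luciferase light is scored as toxicity; on the % scale 0 is the no-effect control and ±100 the full control effect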
#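 Cells in DMEM/10% Nu serum/1% pen-strep, 1536-well format. Pre-incubated 12 h, dosed with 23 nL compound, incubated a further 24 h. Luciferase detection, 12 min at room temp, luminescence.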
# HT1080 IDH1KD tx: toxicity to HT-1080 IDH1 knockdown cells (counter line); HT-1080 IDH1 knockdown viability, ATP luminescence, 48 h; Potency, µM (series often up to 46.1 µM), for inactives: at the highest dose activity, negative = toxicity, usual class: cytotoxic; 2% of 360,000 active;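 further: 0% = DMSO wells and -100% = cell-free medium wells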
#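 After a 2 h attachment period, IDH1KD HT-1080 cells took pin-transferred compound for 48 h at 37 °C; ATP-based luminescence after 10 min room-temperature reagent incubation reported viability.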
# TDP-43 yeast inh: inhibitors of TDP-43 toxicity in yeast | TDP-43 expressing yeast growth rescue, BacTiter-Glo, 24 h | Potency, µM (series often up to 46.1 µM), without a hit: at the highest dose growth rescue (activation), actives largely listed as activators | 1.8% of 410,000 active; further: % of control where 0% means no effect; nearly all actives have a fitted effect of over 50% in size
#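 Yeast expressing TDP-43 (pregrown in raffinose, seeded at OD600=0.02 in galactose medium) exposed to compounds 24 hr at 30 deg C. Growth read by BacTiter-Glo luminescence; rescue of toxicity appears as increased signal.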
# HT1080NT lethal: kills 2HG-producing HT-1080-NT fibrosarcoma cells; HT-1080-NT fibrosarcoma viability, CellTiter-Glo ATP luminescence, 48 h; Potency, µM (top dose mostly 46.1 µM), for the others: at the highest dose activity, negative = less viability, usual class: cytotoxic; 1.6% of 360,000 active; AID 686970;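 further: NT is the 2HG producing partner of a matched IDH1 knockdown line; 0% = DMSO-treated cells and -100% = media-only wells without cells; nearly all actives have a fitted effect of over 55% in size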
#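 A 48-hour cytotoxicity screen used HT-1080-NT cells plated 2 hours before compound delivery. ATP-based CellTiter-Glo luminescence measured viability, normalized to DMSO and no-cell controls.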
# GLP1R ag: activates the human GLP-1 receptor; P43220; HEK293 GLP-1R CRE-luciferase, luminescence, 4-6 h; cells express a hypersensitive GLP-1R form; Potency, µM (top dose mostly 45.6 µM), without a hit: top-dose activation, hits mostly activators; 0.007% of 380,000 active; AID 624172; further: % of control where 0% means no effect
# An asterisk follows results filed as active; ? = inconclusive; . = not tested or not shown; & = joins results of further samples; [ ] = remark or other dose. The call rests on the fitted dose curve; in most records, active means well fitted curve in the direction sought with a large enough effect; inconclusive means small, poorly fitted or top-dose-only effect, or another doubt; inactive means no such curve, though single readings can be large; an effect the other way counts as inactive or inconclusive. Potency means the concentration at half of the fitted maximal effect.
# Sample of the layout:
structure | SW480 rereplic | KB-3-1 tox | GLP1R inv ag | KB-V1 cytotox | HEK293 tox | HT1080 IDH1KD tx | TDP-43 yeast inh | HT1080NT lethal | GLP1R ag
COc1ccc(C(=O)COc2ccc(C)cc2NC(C)=O)cc1 | 3% | -6% | 2% | ? | -12% | -12% | 5% | -12% | 10%
O=C(Nc1ccc(F)c(Cl)c1)c1cc(C2CCCN(C(=O)C3CC3)C2)on1 (stereo not given) | . | 0% | -19% | 5% | 1% | -19% | 25µM* | -16% | 16%

# Results, previewed entries included:
structure | SW480 rereplic | KB-3-1 tox | GLP1R inv ag | KB-V1 cytotox | HEK293 tox | HT1080 IDH1KD tx | TDP-43 yeast inh | HT1080NT lethal | GLP1R ag
COc1ccc(C(=O)COc2ccc(C)cc2NC(C)=O)cc1 | 3% | -6% | 2% | ? | -12% | -12% | 5% | -12% | 10%
O=C(Nc1ccc(F)c(Cl)c1)c1cc(C2CCCN(C(=O)C3CC3)C2)on1 (stereo not given) | . | 0% | -19% | 5% | 1% | -19% | 25µM* | -16% | 16%
Cc1sc2nc(CC(N)=O)[nH]c(=O)c2c1-c1ccccc1 | -3% | 7% | 0% | 17% | 6% | 5% | 8% | 2% | 3%
O=C(Nc1ccccc1Cc1ccccc1)c1ccccc1NS(=O)(=O)c1ccc(Cl)s1 | ? | ? | ? | 2.6µM* | ? | ? | 6% | 16µM* | -15%
CC(=O)N/C(=C/c1ccccc1)C(=O)NC(Cc1ccccc1)C(=O)O (stereo not given) | -1% | 17% | 16% | -1% | -1%[1.53 µM] | 3% | -8% | 10% | -1%
CON(C)C(=O)CC1(CN(Cc2ccccc2)C(=O)OC(C)(C)C)CCCCC1 | 1% | ? | ? | ? | 2% | -24% | 23% | -14% | 7%
Oc1[nH]c2ccccc2c1N=Nc1ccccc1F | 2% | 6% | 13% | 18% | 100%[activator] | ? | 1% | ? | -9%
CC(C)N(C(=S)NCc1ccccc1)c1ccccc1 | -4% | 2% | -12%[7.66 µM] | ? | -4%[7.66 µM] | -11% | 17%[9.22 µM] | -12% | 1%
O=C(CCCc1c[nH]c2ccccc12)N[C@@H](Cc1c[nH]c2ccccc12)C(=O)O | 4% | 6% | 5% | 0% | 3% | 2% | -11% | -1% | -3%
Cc1cccc(NC(=O)c2ccc(NS(=O)(=O)c3c(C)noc3C)cc2)c1 | -5% | -1% | ? | 0% | -26% | -4% | -12% | -10% | 0%
COc1ccccc1C(CC(=O)Nc1ccccc1C)c1ccc(OC(C)C)cc1 (stereo not given) | 11% | -11% | ? | -25% | -11% | -17% | 0% | -24% | 7%
CCO[C@H]1OC(C(=O)NCc2nc3ccccc3[nH]2)=C[C@@H](c2csc3ccccc23)[C@@H]1CCCO | -3% | -12% | ? | -2% | -11% | ? | 23% | ? | -4%
COc1nc2ccccc2c(=O)n1OCC(C)C | -2% | 16% | 2% | -2% | ? | 12% | 4% | 7% | 13%
CSc1cccc(NC(=O)CC(c2cccs2)N2Cc3ccccc3C2=O)c1 (stereo not given) | . | 0% | ? | -11% | -1% | . | -5% | . | 4%
CC(C)Cc1nc(SCC(=O)Nc2ccc(S(N)(=O)=O)cc2)n[nH]1 | -7% | 1% | -10% | 4% | 2% | -11% | -15% | -7% | -7%
CCOC(=O)c1c(C)[nH]c(C(=O)COC(=O)COc2ccccc2C=O)c1C | -1% | -26% | 45%[activator] | 0% | -3% | -13% | 0% | -9% | 7%
COc1cccc(C2c3c(oc4cc(C)cc(C)c4c3=O)C(=O)N2CCc2ccc(OC)c(OC)c2)c1 (stereo not given) | . | 2% | 4% | -14% | 1% | . | 22% | . | .
O=C1CCCc2cc(S(=O)(=O)NCC3CCC(C(=O)NCc4ccccc4Cl)CC3)ccc2N1 (stereo not given) | . | -8% | 3% | 0% | 2% | . | 11% | . | .
CC(C)C(O)(C#CCN1CCCCC1)c1ccccc1 (stereo not given) | 6% | 2% | ? | 4% | -23% | 20% | 11% | 16% | -1%
O=C(CNC(=O)c1ccccc1Br)N/N=C/c1ccccc1O | ? | ? | 0%[7.66 µM] | ? | -1%[7.66 µM] | ? | 3%[9.22 µM] | ? | 1%
COc1ccccc1C1=NOC(Cn2c(NCCOCCO)nc3c2c(=O)n(C)c(=O)n3C)C1 (stereo not given) | -8% | 1% | 19% | 2% | 7% | 4% | 14% | 0% | 11%
COc1cc(/C=C/C(=O)OCC(=O)Nc2ccccc2Sc2ccc(Cl)cc2)ccc1O | 13% | 1% | ? | ? | 12% | -12% | 18% | -7% | 13%
C[C@]12c3[nH]c4cc(-c5ccco5)ccc4c3CCN1C(=O)[C@@H](CC(=O)NCCN1CCOCC1)C[C@@H]2C(=O)N1CCOCC1 | ? | 17% | 26% | ? | 2% | 5% | 14% | 0% | -4%
Cc1noc(C)c1CS(=O)(=O)c1ccc(Br)cc1 | -8% | -5% | 8% | ? | -5% | -9% | -12% | -5% | 1%
CN1CCN(C(=O)C(N)Cc2ccccc2)CC1 (stereo not given) | -2% | 0% | 8% | -6% | -27% | -9% | 14% | -9% | 2%
C[C@@H](c1ccccc1)N1C[C@@H](COCc2ccccc2)Oc2cc(N3CC[C@@H](O)C3)ccc2S1(=O)=O | . | -23% | ? | 11% | -13% | ? | ? | ? | 0%
Cc1cccc(C)c1NC(=O)C(c1cccc2ccccc12)n1c(=O)c(-c2ccco2)nc2ccccc21 (stereo not given) | . | -18% | -9% | ? | -15% | -26% | 23% | ? | .
O=C(CN1C(=O)NC2(CCc3ccccc3C2)C1=O)NCc1ccco1 (stereo not given) | 1% | 6% | 13% | -13% | -4% | -2% | 15% | -5% | 5%
COCc1c(C#N)c(NCCc2ccc(F)cc2)nc(C)c1[N+](=O)[O-] | -4% | ? | -31% | 5.2µM* | -13% | 4% | 24% | 2% | 7%
COCCCn1c(=O)/c(=C\c2cccc(OC)c2OC)s/c1=C(/C#N)C(=O)Nc1ccc(C(=O)O)cc1 | ? | 16% | 100%[activator] | -3% | 1% | -28% | -12% | ? | 3%
COCCCNc1ncnc2ccc(C)cc12 | -1% | 6% | 0% | ? | -10% | -28% | 14% | -14% | 0%
COc1ccccc1Nc1nc(C)nc2c1oc1ccccc12 | 12% | 5% | 33%[activator] | ? | -21% | -28% | -3% | ? | ?
Cc1ccc(S(=O)(=O)N2CCC(=O)N([C@H](COCc3ccccc3)Cc3ccccc3)CC2)cc1 | . | ? | 15% | 0% | 5% | 11% | -2% | -1% | 3%
O=C(N/N=C/c1ccccn1)c1[nH]c2ccc([N+](=O)[O-])cc2c1-c1ccccc1 | ? | 9.2µM* | -15%[7.66 µM] | ? | 9%[7.66 µM] | ? | 27% | ? | -1%
CCc1ccc(OCCNC(=O)c2ccccc2SCc2ccc(F)cc2)cc1 | -8% | -17% | 8.9µM* | 18µM* | -4% | -1% | 0% | -6% | -2%
Cc1cc(N2CCN(c3nnnn3-c3ccccc3)CC2)n2ncnc2n1 | -1% | 15% | 4% | 15% | -5% | 14% | 3% | 3% | -8%
CN(C)S(=O)(=O)c1cccc(C(=O)NCC2(N3CCOCC3)CCCCC2)c1 | -15% | 10% | 9% | ? | 0% | 3% | 7% | 22% | 15%
CCOC(=O)c1cc(NC(=O)CCC(=O)O)ccc1N1CCCCC1 | -2% | 2% | 9% | 21% | -4% | 15% | -9% | 5% | 5%
COC(=O)[C@@]1(Sc2ccc(C)cc2)CC(=O)N(c2ccc(Cl)cc2)[C@@H]1c1ccccc1 | . | -10% | 6% | ? | 4% | 9% | 14% | 16% | -5%
CC(C)c1cccc(C(C)C)c1NC(=O)COC(=O)c1ccc(OCC(=O)Nc2cccc(C(F)(F)F)c2)cc1 | -7%&1% | 9% | ? | ? | 1% | -3% | 17% | 0% | -6%
O=C1CC(C2CCCO2)C(=O)N1Cc1ccccc1 (stereo not given) | 1% | -2% | -11% | 0% | 52%[activator] | -1% | -3% | 1% | 0%
O=C(COc1ccccc1)Nc1ccc(S(=O)(=O)Nc2ccccn2)cc1 | -9% | -1% | 1% | 7% | -10% | 6% | -4% | 24% | 5%
Cc1ccc2nnc(Cl)n2n1 | -1% | -13% | 21% | 19% | 1% | 9% | -11% | 7% | -3%
CCN(CC)S(=O)(=O)c1ccc(OC)c(NC(=O)CSc2cc(C)ccc2C)c1 | 25% | 0% | ? | ? | -10% | -9% | 22% | -1% | 0%
CC(C)CC(c1nnnn1Cc1cccs1)N1CCN(c2nc3ccccc3s2)CC1 (stereo not given) | 0% | -15% | ? | ? | -21% | -5% | ? | 2% | -8%
CCCc1nnc(SCC(=O)N2CCCC(C)C2)n1CCOC (stereo not given) | ? | -12% | 77%[activator] | -14% | 5% | 1% | -8%[0.397 µM] | 8% | 0%
CCOC(=O)c1nc(Nc2ccc(C(C)=O)cc2)c2ccccc2n1 | -20% | 1%&-1% | 29%&4% | ? | -13%&-4% | 4% | 2%&0% | -4% | 15%
CSc1nc2ccc(NC(=O)c3c(F)cccc3F)cc2s1 | ? | 8% | ? | -7% | -20% | -17% | 24% | 6% | 6%
Cc1nn(-c2ccccc2)c(N)c1C1(O)C(=O)N(C(C)C)c2ccccc21 (stereo not given) | ? | 3% | 17% | 1% | -1% | -4% | -14% | 5% | -1%
CC[C@]12c3[nH]c4ccccc4c3CCN1C(=O)C(CC(=O)NCCN1CCOCC1)C[C@@H]2C(=O)N1CCN(C(=O)C2CC2)CC1 (stereo not given in full) | -6% | 0% | 3% | 0% | 2% | 9% | 0% | 7% | 2%
Cc1cccc(Oc2nc(-c3ccncc3)nc3ccccc23)c1 | 12% | 0% | ? | -37% | 14% | ? | ? | ? | 21%
COc1ccc(NC(=S)NCc2ccc(S(N)(=O)=O)cc2)cc1OC | -4% | -4% | 0% | 4% | -3% | 2% | -2% | -3% | 7%

# Compounds as they come; about 9.4% have a hit in one of these screens.
